D1 PAM – potentiators of human D1 dopamine receptor | P21728 | HEK293 TREx D1 cells, calcium flux, dopamine EC20 potentiation | potentiation, % at 10 µM | hit rate 0.036% among 360,000; in the data active means potentiation above about 30%; further: 0% is about no effect
Target sequence (P21728 whole entry, looked up): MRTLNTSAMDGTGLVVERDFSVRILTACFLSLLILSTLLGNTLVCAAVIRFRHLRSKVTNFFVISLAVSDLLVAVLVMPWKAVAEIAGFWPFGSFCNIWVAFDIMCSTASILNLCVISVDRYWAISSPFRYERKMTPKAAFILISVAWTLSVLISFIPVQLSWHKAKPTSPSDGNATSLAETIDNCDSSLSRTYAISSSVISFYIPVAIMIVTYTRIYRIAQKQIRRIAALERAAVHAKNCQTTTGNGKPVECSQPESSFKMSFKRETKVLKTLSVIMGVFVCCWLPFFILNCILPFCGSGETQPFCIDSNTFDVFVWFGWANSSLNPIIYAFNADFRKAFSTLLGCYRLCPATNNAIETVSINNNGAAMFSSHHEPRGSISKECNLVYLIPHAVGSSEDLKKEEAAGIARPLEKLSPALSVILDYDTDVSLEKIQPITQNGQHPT
Vif-A3F inh – blocks the Vif interaction with APOBEC3F. HeLa A3F-eYFP + Vif (tagged APOBEC3F with the HIV-1 protein that degrades it), YFP fluorescence increase. Potency, µM (top dose mostly 46.1 µM), for the others: top-dose activity, negative = active. hit rate 0.2% among 390,000; further: potency means the concentration at half of the fitted maximal effect; % of control where 0% means no effect; nearly all actives have a fitted effect of over 65% in size
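Fluorescence increase (Ex 488/Em 500-530) after overnight compound treatment at 37 deg C flags inhibition of Vif-driven A3F-eYFP loss in stable HeLa A3F-eYFP/Vif cells seeded overnight beforehand.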
LDHA inh – blocks human lactate dehydrogenase A | activity change, % (values are at about 110 or 230 µM) | hit rate 0.15% among 480,000 | purified LDHA, NADH/diaphorase-resazurin fluorescence; active compounds read low | P00338; in the data active means activity change below about -30%; inconclusive means mostly about -25% to -30%;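 further: plate controls were DMSO wells for no effect and wells without enzyme for full effect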
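Remaining NADH was detected by diaphorase (0.133 mg/mL) converting 37 µM resazurin to fluorescent resorufin, read at 0 and 20 minutes. The preceding 5-minute room-temperature reaction used 2 nM LDHA, 0.2 mM sodium pyruvate and 0.06 mM NADH at pH 7.4.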
D2 PAM – positively modulates the human D2 dopamine receptor allosterically; P14416; HEK293 T-REx D2, calcium flux, EC20 dopamine potentiation; potentiation, % at 10 µM; hit rate 0.34% among 340,000;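 active means potentiation over 3 SD above the plate norm, cut at about 30% in these data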; further: 0% is about no effect
Target sequence (P14416 whole entry, looked up): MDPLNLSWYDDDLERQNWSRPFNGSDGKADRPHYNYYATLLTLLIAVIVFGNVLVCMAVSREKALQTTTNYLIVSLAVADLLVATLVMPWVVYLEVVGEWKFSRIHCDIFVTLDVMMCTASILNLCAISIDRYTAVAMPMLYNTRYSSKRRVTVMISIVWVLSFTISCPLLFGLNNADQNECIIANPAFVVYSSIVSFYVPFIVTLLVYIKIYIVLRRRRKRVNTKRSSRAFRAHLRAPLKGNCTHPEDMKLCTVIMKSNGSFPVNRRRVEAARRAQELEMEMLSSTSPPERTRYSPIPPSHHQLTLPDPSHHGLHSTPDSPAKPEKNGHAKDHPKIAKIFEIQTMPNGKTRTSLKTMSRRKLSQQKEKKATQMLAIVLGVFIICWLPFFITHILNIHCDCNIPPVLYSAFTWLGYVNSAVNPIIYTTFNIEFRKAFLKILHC
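Cells plated with tetracycline inducer and held overnight at 30 C; calcium dye loaded 30–90 min at room temperature; baseline taken, compound added and read 180 s; EC20 dopamine then added and read 180 s.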
Vif-A3G inh – Vif-A3G binding inhibition; Q9HC16; HeLa A3G-eYFP + Vif (tagged APOBEC3G with the HIV-1 protein that degrades it), YFP fluorescence, overnight; Potency, µM (titrated, usually from 46.1 µM), inactives show top-dose activity, negative = active, actives largely listed as inhibitors; hit rate 0.076% among 410,000; AID 602310;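 further: potency means the concentration at half of the fitted maximal effect; on the % scale 0 is the no-effect control and ±100 the full control effect; nearly all actives have a fitted effect of over 60% in size; hits raise eYFP signal because A3G escapes Vif-driven loss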
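Read-out is eYFP fluorescence (Ex 488/Em 500-530) from Vif-expressing HeLa A3G-eYFP cells; more signal means A3G escaped Vif-mediated degradation. Cells plated overnight, compound pinned in, incubated overnight at 37 deg C.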
Glioma ERSR ind – induces the endoplasmic reticulum stress response in human glioma cells | U87-MG GRP78 promoter luciferase reporter, 16 h | Potency, µM, inactives show at the top dose activation, hits mostly activators | hit rate 0.02% among 420,000; further: potency means the concentration at half of the fitted maximal effect; series mostly up to about 76 µM; % of control where 0% means no effect; nearly all actives have a fitted effect of over 35% in size
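Stably transfected U87-MG human glioma cells carrying a GRP78-based luminescent sensor were seeded at 1000 cells/well, pin-dosed with compounds and incubated 16 h. Luciferase reagent was then added, and end-point luminescence was read after 10 min at room temperature.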
RXFP1 agonist – activates the human relaxin receptor RXFP1. HEK293T-RXFP1 cAMP TR-FRET, 30 min; response scale: percent of porcine relaxin response, buffer zero. Potency, µM (series often up to 57.5 µM), without a hit: at the highest dose activation, actives largely listed as activators. Q9HBX9. hit rate 0.3% among 370,000; further: potency means the concentration at half of the fitted maximal effect; on the % scale 0 is the no-effect control and ±100 the full control effect; nearly all actives have a fitted effect of over 60% in size; many of its hits are not listed in these tables
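HEK293 cells stably expressing RXFP1, treated 30 min at 37C with compounds plus PDE4 inhibitor Ro 20174; cAMP measured by HTRF TR-FRET. Normalized to buffer and 29 nM porcine relaxin; EC50 by Hill fit.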
D1 antag – blocks dopamine activation of the human D1 receptor; P21728; hit rate 3.2% among 360,000; HEK293 TREx D1 cells, calcium flux, dopamine EC80; active compounds read low; activity change, negative = inhibition, % at 10 µM; in the data active means activity change below about -30%; further: on the % scale 0 is the no-effect control and ±100 the full control effect
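HEK293 T-REx cells expressing inducible, force-coupled D1 receptor; no-wash Ca dye, 30–90 min RT. Cmpd → 180 s read at 1 Hz → EC80 DA → 180 s read.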
D1 ag – activates the human D1 dopamine receptor; P21728; HEK293 T-REx D1 cells, calcium flux, agonist mode; activation, % at 2 µM; hit rate 1% among 360,000; in the data active means activation above about 30%; further: 0% is about no effect
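Agonism was scored from calcium flux recorded over 180 s (1 read/s) after pintool compound addition, following a 10-cycle baseline. Cells were inducible force-coupled HEK293 TREx D1, plated overnight at 30 C and loaded with no-wash calcium dye.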
Numbers without * were called inactive; ? = inconclusive; nt = not tested or not shown; & = joins results of further samples. Unless noted, the call rests on the fitted dose curve; in most records, active means well fitted curve in the direction sought with a large enough effect; inconclusive means small, poorly fitted or top-dose-only effect, or another doubt; inactive means no such curve, though single readings can be large; an effect the other way counts as inactive or inconclusive.

Each structure is followed by: D1 PAM	Vif-A3F inh	LDHA inh	D2 PAM	Vif-A3G inh	Glioma ERSR ind	RXFP1 agonist	D1 antag	D1 ag
- Cc1cccc(N2CCN(C(=O)c3c4c(nc5ccccc35)C(=O)N(C3CCCCC3)C4)CC2)c1C
    -3	0%	9	2	2%	-5%	-0.3%	7	1
- Cc1nc(C(=O)N2CCOCC2)sc1C1(C)CC(c2ccccc2)=NO1 (centres undefined)
    -3	2%	-3	3	-1%	-2%	3.8%	-4	3
- O=C1C=C(Nc2cccc3cccnc23)c2ccccc2C1=O
    1	8%	7	6	?	1%	-2.4%	-4	8
- CCN(CC)c1nc2ccccc2nc1C(C#N)C(=O)NCCCOC (centres undefined)
    -6	2%	3	7	-2%	0%	-0.3%	-5	3
- CC(C)n1c(O)c(/C=C2\C=Nc3ccccc32)sc1=Nc1ccccc1
    3	-1%	-8	11	-8%	-2%	-0.6%	-12	2
- CC1CCCC(NC(=O)Cn2cc(Br)ccc2=O)C1C (centres undefined)
    nt	-2%	-8	nt	-2%	0%	nt	nt	nt
- CCOC(=O)c1ccc(NC(=O)Nc2nncs2)cc1
    nt	-6%	-5	nt	-26%	0%	nt	nt	nt
- COc1cccc(NC(=O)Cn2c(=O)oc3cc(S(=O)(=O)N4CCCCC4)ccc32)c1
    -6	0%	-1	27	-9%	-2%	1.0%	-3	17
- C=CCSc1nnc(N2C(=O)C(O)=C(C(=O)c3ccco3)C2c2ccc(F)cc2)s1 (centres undefined)
    12	?	0	nt	?	1%	27%	-1	55*
- COc1ccccc1CNC(=O)[C@@H]1CCCN1C(=O)[C@@H]1Cc2ccccc2CN1C(=O)OC(C)(C)C
    -2	-15%	0	nt	-3%	-1%	2.1%	-11	0
- Cc1ccc(OCC(=O)OCc2c(C)noc2C)cc1C
    -2	-1%	-4	0	-1%	-1%	-2.2%	2	2
- COc1ccc(C(=O)NC2CC2)cc1OC1CCN(Cc2ccc(F)cc2F)CC1
    -17	3%	-3	-11	1%	-5%	0.7%	-19	1
- Cc1ccc(N(Cc2cccs2)C(=O)COc2cccc(C)c2)cc1
    0	-6%	2	-2	4%	0%	2.1%	-14	11
- CCCCCn1c(Sc2nc3ccccc3s2)nc2c1c(=O)[nH]c(=O)n2C
    8	-13%	-5	5	-2%	-1%	5.3%	4	2
- Cc1sc(C(C2C(=O)CC(C)(C)CC2=O)C2C(=O)CC(C)(C)CC2=O)cc1[N+](=O)[O-]
    -2	3%	2	-4	?	?	-0.7%	11	0
- COc1cc(OC)c(C(=O)OCC(=O)Nc2cc(C)on2)cc1OC
    0	4%	-4	2	0%	-4%	0.4%	6	4
- O=C(N/N=C/c1cccc(Oc2ccccc2)c1)c1ccc(O)cc1O
    2	2%	-3	5	1%	0%	2.0%	-8	0
- CCN1C(=O)c2ccccc2Sc2ccc(C(=O)NCCCN(CC(C)C)CC(C)C)cc21
    2&3	6%&1%	4&-5	-11&-18	6%&4%	-3%&-3%	-2.7%&1.0%	7&21	4&0
- O=C(Nc1cc2c3c(c1)CC(=O)N3CCC2)c1cccc(F)c1
    -4	-1%	-1	-14	-2%	3%	1.1%	19	0
- CC(=O)N1CCN(C(=O)CCc2nc3ccccc3c(=O)[nH]2)CC1
    -5	4%	-3	nt	1%	-3%	0.0%	-5	-3
- OCCCNc1nc(-c2ccc(Cl)cc2)nc2ccccc12
    -6	0%	-6	-9	0%	-4%	-0.9%	-9	0
- O=[N+]([O-])c1ccccc1CSc1nc2ccccc2o1
    -8	2%	2	-9	2%	4%	3.3%	1	6
- COc1ccc(S(=O)(=O)N2CCN3CCCC3C2)cc1 (centres undefined)
    -2	-1%	0	6	-4%	-4%	-0.4%	9	-3
- CC(NC(=O)c1cccc(Cn2cc([N+](=O)[O-])cn2)c1)c1ccc(C(C)(C)C)cc1 (centres undefined)
    -2	-1%	-4	9	-1%	-2%	1.1%	-2	6
- O=C(NCc1ccc(F)cc1)C(=O)NCC(c1ccco1)S(=O)(=O)c1cccs1 (centres undefined)
    -1	7%	-2	12	7%	-5%	-0.3%	nt	22
- O=C(CCC(=O)Nc1ccccc1Cl)N/N=C/c1ccccc1
    -4	-12%	-3	18	-2%	2%	1.6%	14	0
- COc1ccc(OC)c2sc(N3CCN(c4ccccc4)CC3)nc12
    nt	-2%	0	nt	-1%	-5%	nt	nt	nt
- COc1cccc(CN2CCNC(=O)C2CC(=O)NCCOc2cccnc2)c1OC (centres undefined)
    0	3%	1	6	0%	-6%	-0.4%	-13	4
- COC(=O)c1cc(CN2CCN(c3ccccc3C)CC2)ccc1O
    -4	-13%	-15	-13	-1%	-2%	-4.2%	-6	2
- O=C1C2=C(Nc3ccccc3SC2c2ccccc2C(F)(F)F)c2ccccc21 (centres undefined)
    -6	-15%	1	-3	-12%	-4%	2.2%	-12	0
- CCOc1ccc(NS(=O)(=O)c2ccc3[nH]c(=O)[nH]c3c2)cc1
    -3	-3%	-3	3	-4%	2%	-1.9%	5	5
- Cn1c(=O)n(CC(=O)N2CCOCC2)c2ccccc21
    -5	-5%	-7	18	0%	-4%	0.5%	31	-1
- Cc1ccc(OCC(=O)NNC(=S)NC(=O)C2CC2)c(C)c1
    5	nt	nt	4	nt	nt	-2.9%	12	9
- O=S1(=O)CCC(S(=O)(=O)N2CCCCCC2)C1 (centres undefined)
    -5	nt	3	0	1%	-3%	-2.1%	5	2
- CC(=O)Nn1c(C)nnc1-n1nc(C)cc1C
    -1	-6%	-2	-2	3%	0%	0.4%	3	3
- CCCOc1ccc(-c2nc(N)n[nH]2)cc1
    -5	-1%	-9	4	-4%	4%	1.9%	-2	2
- O=C(O)CSc1nnc(-c2cccs2)n1-c1ccc(Cl)cc1
    0	-6%	-2	-1	-2%	-6%	6.3%	38	5
- Cc1nn2c(=O)cc(COC(=O)c3ccccc3NC(=O)c3ccccc3C)nc2s1
    3	-2%	-9	7	4%	3%	0.4%	5	3
- Cc1ccc(Cl)cc1NC(=S)N(CCCN1CCOCC1)Cc1ccccn1
    0	20%	-5	6	1%	-4%	0.4%	-74*	0
- CN(C)CCCn1c(SCc2ccc(Cl)cc2)nnc1-c1ccncc1
    0	0%	-9	-7	-2%	-5%	0.2%	10	0

The final two records of the part before open the next one:
Each structure is followed by: D1 PAM	Vif-A3F inh	LDHA inh	D2 PAM	Vif-A3G inh	Glioma ERSR ind	RXFP1 agonist	D1 antag	D1 ag
- Cc1ccc(Cl)cc1NC(=S)N(CCCN1CCOCC1)Cc1ccccn1
    0	20%	-5	6	1%	-4%	0.4%	-74*	0
- CN(C)CCCn1c(SCc2ccc(Cl)cc2)nnc1-c1ccncc1
    0	0%	-9	-7	-2%	-5%	0.2%	10	0
- NC(=O)c1ccc(-n2nnnc2SCC(=O)Nc2ccccc2-c2ccccc2)cc1
    -3	-10%	-2	3	-2%	2%	1.8%	-5	0
- CC(C)(C)n1nc(C2CC2)cc1NC(=O)Nc1ccc(Cl)cc1
    -9	-6%	1	-2	-3%	-4%	-2.8%	-41*	10
- N#CN(CC(N)=O)c1nc(N2CCCCC2)nc(N2CCCCC2)n1
    0	6%	-6	-1	-8%	-5%	1.5%	2	1
- Cc1cccc(C)c1OCCCCn1c(C2CC(=O)N(c3ccc(F)cc3)C2)nc2ccccc21 (centres undefined)
    0	3%	-1	7	2%	-3%	9.7%	-10	36*
- Nc1cc(N)nc(SCC(=O)NNC(=O)c2ccc(Cl)cc2)n1
    -3	-11%	-6	-3	3%	-1%	0.9%	0	2
- Cc1c(Cl)cccc1-n1nc(C)c2c(C(=O)NCc3ccccc3)cc(C3CC3)nc21
    2	4%	-8	-12	-3%	-1%	-0.1%	-3	1
- COc1cc(C)c(S(=O)(=O)NCc2cccs2)cc1C
    4	-7%	-5	20	0%	-4%	0.3%	-14	2
- COc1ccc(-c2noc(CN(C(=O)Cc3ccc(C)cc3)C(C)C)n2)cc1
    -1	0%	-1	11	5%	-3%	1.1%	-5	12
- C=CCN(C/C(=N\O)c1sc(C(=O)OCC)nc1C)c1cccc(Br)c1
    nt	-20%	-2	nt	1%	-13%	nt	nt	nt
- O=C(CN1C(=O)C2CC=CCC2C1=O)Nc1nnc(SCc2ccc(Cl)cc2)s1 (centres undefined)
    1	1%	2	8	-1%	-1%	-0.4%	6	2
- CN(C(=O)c1ccccn1)C1(C(=O)NC2CCCCC2)CCCCC1
    0	0%	-7	-5	0%	-3%	0.4%	-6	1
- CCN(CC)S(=O)(=O)c1ccc(NS(=O)(=O)c2ccc(C)c(C)c2)cc1
    -2	0%	-6	7	1%	-1%	-0.2%	-9	2
- Cc1nc([N+](=O)[O-])c(C(=O)OCc2ccccc2Br)n1C
    -3	-1%	-9	0	-4%	4%	-1.5%	-13	1
- COc1ccc(NC(=O)CSc2ncn(-c3ccccc3)n2)cc1Cl
    -4	-1%	-1	2	0%	0%	2.9%	7	-3
- COc1ccc(N2Cc3cccc(C(=O)Nc4cc(C)cc(C)c4)c3C2=O)cc1
    8	-11%	4	3	0%	-2%	4.3%	16	1
- CC(=O)c1ccccc1C(=O)N(C)C1CCCN(Cc2ccccc2F)C1 (centres undefined)
    -5	0%	-7	nt	0%	-7%	0.3%	-2	1
- O=C(CCCCn1c(=O)[nH]c2ccsc2c1=O)N1CCN(c2cccc(C(F)(F)F)c2)CC1
    -1	-8%	-3	4	-2%	-7%	1.3%	-11	2
- Cc1ccc2c(c1)c(=O)c(C(=O)c1ccncc1)cn2CC(=O)Nc1ccc(C(C)C)cc1
    0	?	1	-15	?	-2%	?	3	2
- COc1ccc(OC)c(NC(=O)[C@H](Cc2ccccc2)N2Cc3ccccc3C2=O)c1
    -2	3%	5	-11	-6%	-2%	-1.1%	2	7
- O=C1N=c2ccccc2=C1c1[nH]c(=S)[nH]c1O
    -6	-4%	-4	1	-3%	-5%	-1.0%	-16	0

High-throughput results: PubChem, National Center for Advancing Translational Sciences (NCATS)

Not all compounds are listed; count on the stated rates, not on these rows.
